m5-HT2A agonist = agonists of mouse serotonin 5-HT2A receptor (HTR2A). P35363. CHO-K1 mHTR2A beta-arrestin complementation, luminescence; percent of 30 µM serotonin response. activation, % at 7.6 µM. 0.66% of 360,000 active;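 active means activation above a run cutoff, the mean activation of all tested compounds plus 3 SD, cut at about 14% in these data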;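 further: 0% = plate median of compound wells and 100% = 30 µM serotonin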
ABHD5-PLIN5 inh = inhibitors of human ABHD5-perilipin-5 interaction | 0.78% of 360,000 active | Split G. princeps luciferase complementation, luminescence, 4 h | inhibition, % at 4 µM;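 active means inhibition above the mean inhibition across every tested compound plus 3 SD, cut at about 22% in these data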;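 further: 0% = DMSO only wells and the 100% control is not disclosed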
Target sequence (Q00G26 whole entry, looked up): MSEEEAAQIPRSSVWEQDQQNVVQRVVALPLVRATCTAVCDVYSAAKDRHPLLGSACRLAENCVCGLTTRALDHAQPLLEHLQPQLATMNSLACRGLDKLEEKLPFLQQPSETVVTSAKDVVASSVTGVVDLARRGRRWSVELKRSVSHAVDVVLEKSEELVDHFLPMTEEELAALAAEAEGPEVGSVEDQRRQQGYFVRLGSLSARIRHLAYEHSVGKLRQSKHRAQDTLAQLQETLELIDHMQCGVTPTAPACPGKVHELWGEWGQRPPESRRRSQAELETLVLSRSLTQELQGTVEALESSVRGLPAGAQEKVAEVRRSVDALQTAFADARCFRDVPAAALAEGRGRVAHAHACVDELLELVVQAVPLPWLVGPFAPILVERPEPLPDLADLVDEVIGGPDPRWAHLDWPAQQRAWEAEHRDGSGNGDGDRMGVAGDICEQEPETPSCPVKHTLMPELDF
Target sequence (Q8WTS1 whole entry, looked up): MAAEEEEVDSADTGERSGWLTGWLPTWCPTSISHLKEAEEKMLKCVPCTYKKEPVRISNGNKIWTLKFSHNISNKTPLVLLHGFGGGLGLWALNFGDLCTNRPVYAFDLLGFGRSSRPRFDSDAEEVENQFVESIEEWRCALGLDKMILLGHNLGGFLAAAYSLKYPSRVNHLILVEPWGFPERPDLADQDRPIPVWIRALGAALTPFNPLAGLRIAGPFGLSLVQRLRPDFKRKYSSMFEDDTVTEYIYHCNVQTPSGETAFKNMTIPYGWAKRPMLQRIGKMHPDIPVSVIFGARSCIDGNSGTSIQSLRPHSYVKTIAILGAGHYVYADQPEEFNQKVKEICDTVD
H9c2 protect = myocardial damage modulation in H9c2 cells. protection from H2O2 cell death, % at 20 µM. H9c2 cardiomyocytes, H2O2 injury protection, ATPLite, 2 h. 0.63% of 360,000 active;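 active means compounds giving at least 50% protection of heart cells from peroxide-induced death in the single-dose screen, raw or plate-pattern-corrected value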;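 further: 0% = DMSO wells with peroxide and 100% = DMSO wells without peroxide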
NOD2 RIPK2 PPI = blocks binding of human NOD2 to RIPK2. CHO BLA complementation NOD2-RIPK2, CCF4 ratio. inhibition, % at 4.98 µM. 0.38% of 360,000 active; in the data active means inhibition above about 21%;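 further: 0% = vehicle only and 100% = reference blocker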
TLR9-MyD88 inh = blocks human TLR9 binding to MyD88. inhibition, % at 4.98 µM. Q9NR96+Q99836. CHO BLA complementation TLR9-MyD88, CCF4 FRET ratio. 0.21% of 340,000 active;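 active means inhibition above the mean over all tested compounds plus 3 SD, cut at about 21% in these data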;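 further: 0% = DMSO only wells and 100% = clavulanate BLA inhibitor control wells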
ABCB6 inh 2 = inhibitors of human ABC transporter ABCB6; Q9NP58; K562-ABCB6 porphyrin accumulation, flow cytometry, 1 h; stronger effect = lower value; fluorescence ratio to DMSO, % at 10 µM; 0.19% of 360,000 active; AID 602162;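 active means fluorescence ratio to DMSO below 75%, the collection mean minus 3 SD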;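 further: signal is porphyrin accumulated inside mitochondria; 100% equals median channel fluorescence of DMSO control wells; lower ratio means ABCB6 inhibition with less porphyrin fluorescence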
NCOA2 inhibitor = inhibits human steroid receptor coactivator 2; 0.17% of 370,000 active; HEK293 GAL4-SRC2 luciferase reporter, luminescence; inhibition, % at 9 µM;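 active means inhibition above the mean inhibition of all tested compounds plus 3 SD, set per campaign, cut at about 52% in these data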;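 further: 0% = DMSO treated cells and 100% = cells given Gossypol at 36 µM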
MC4R ag barr = activates human MC4R beta-arrestin recruitment; P32245; U2OS MC4R beta-arrestin complementation, luminescence; percent of melanotan II response, DMSO zero; activation, % at 8.9 µM; 0.98% of 360,000 active; AID 540308;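 active means activation above a per-plate cutoff, the mean activation of sample wells on that plate plus 3 SD, cut at about 8% in these data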
N-glyco inh = blocks N-linked glycosylation in D54 reporter cells. D54 ERlucT glycosylation luciferase reporter, 24 h; percent of 100 nM tunicamycin response. reporter increase, % at 12.5 µM. 0.23% of 360,000 active;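 active means mean luciferase reporter signal, scaled so untreated is 0 and the glycosylation-blocking control 100, at or above a set limit in every replicate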;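 further: luciferase carries N-glycosylation sites so blocking glycosylation raises the light; 0% = median of neutral control wells and 100% = median of 100 nM tunicamycin wells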
MC4R antag cAMP = blocks human MC4R cAMP signaling; P32245; MC4R-expressing cells, MTII-stimulated cAMP, LANCE TR-FRET; inhibition, % at 6.5 µM; 0.48% of 360,000 active; AID 540295;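 active means inhibition above its plate's cutoff, the mean of tested wells on that plate plus 3 SD, cut at about 29% in these data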;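 further: 0% = Melanotan II alone and 100% = Melanotan II plus saturating MCL0020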
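Material – human MC4R-expressing U2OS cells · Repeats – no replicates · Detection – TR-FRET with Eu-cAMP and labeled anti-cAMP, 671 nm · Times – compound 30 min, challenge 1 h, detection 1 h · Compound – single nominal compound dose of 6.5 µM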
Active calls of the source: *; nt = not tested or not shown. An excerpt; rates above refer to the full screens.

Codes: A = m5-HT2A agonist; B = ABHD5-PLIN5 inh; C = H9c2 protect; D = NOD2 RIPK2 PPI; E = TLR9-MyD88 inh; F = ABCB6 inh 2; G = NCOA2 inhibitor; H = MC4R ag barr; I = N-glyco inh; J = MC4R antag cAMP
O=C(Nc1ccccc1C(=O)Nc1ccc(Br)cn1)c1cccc([N+](=O)[O-])c1
  A: -4; B: 2; C: -12; D: 1; E: -4; F: 102; G: 5; H: 1.4; I: 2; J: 19
COc1cc(S(=O)(=O)N2CCOCC2)cc(C(=O)OCC(=O)NCc2ccco2)c1OC
  A: 4; B: 2; C: 0; D: -3; E: -15; F: 100; G: 19; H: 0.3; I: 0; J: -3
C#CCOCCOCCOCCNc1nc(N2CCOCC2)nc(N2CCN(C(=O)[C@H](CCCCN)n3cc(CN)nn3)CC2)n1
  A: 7; B: 6; C: 0; D: -3; E: 6; F: 90; G: -9; H: 1.8; I: 0; J: 4
O=C1NN(c2ccccc2)C(=O)/C1=C\c1coc2ccc(O)cc2c1=O
  A: 0; B: 17; C: -6; D: -21; E: -2; F: 102; G: 0; H: 4.6; I: 1; J: -12
COCCNC(=O)C1(C)CCCN(CCSc2ccccc2)C1 (stereo not given)
  A: -3; B: 5; C: -5; D: 2; E: nt; F: 91; G: 6; H: -1.5; I: 2; J: -9
COc1ccc(Nc2nnc(SCC(=O)/C=C3/N(C)c4ccccc4C3(C)C)s2)cc1
  A: -5; B: -1; C: -15; D: 4; E: 1; F: 207; G: 2; H: -1.5; I: 0; J: 7
COC(=O)c1ccc(Cl)c(NC(=O)CN(c2ccc(OC)c(OC)c2)S(C)(=O)=O)c1
  A: 2; B: 4; C: -1; D: -7; E: -6; F: 97; G: 18; H: -1.4; I: 4; J: 6
Cc1ccc(-n2nnnc2SCCNS(=O)(=O)c2ccccc2)cc1C
  A: -6; B: -11; C: -7; D: -1; E: -6; F: 100; G: 14; H: 1.4; I: -5; J: 11
CCOc1ccc2nc(SCC)[nH]c2c1
  A: -1; B: -1; C: -18; D: 0; E: 17; F: 92; G: -39; H: -2.7; I: 1; J: 4
Cc1cc(NC(=O)CSc2nnc3c(C)cc4cc(C)c(C)cc4n23)no1
  A: -4; B: -3; C: 8; D: -9; E: -8; F: 102; G: -3; H: 0.4; I: 2; J: 4
O=[N+]([O-])c1ccc(NN=Cc2ccccc2)nc1
  A: -3; B: 2; C: -4; D: 14; E: 4; F: 97; G: -86; H: 5.2; I: -5; J: -4
Nc1ccc2oc3ncccc3c(=O)c2c1
  A: -1; B: -9; C: 4; D: 4; E: -4; F: 104; G: -25; H: -1.0; I: 2; J: 1
COc1ccc(NC(=O)CSc2nc(N)c(NC(=O)c3ccccc3F)c(=O)[nH]2)cc1
  A: 3; B: 5; C: 0; D: 4; E: -2; F: 101; G: 18; H: 0.1; I: 3; J: -7
COc1ccc(CCC(=O)N2CCN(c3cccc(C)c3C)CC2)cc1
  A: 0; B: 0; C: 2; D: -14; E: -4; F: 101; G: 3; H: 2.7; I: -1; J: 16
Cc1cc2occ(CC(=O)Nc3nnc(C4CC4)s3)c2cc1C
  A: 2; B: 3; C: -1; D: -3; E: -6; F: 83; G: -6; H: -0.8; I: 3; J: 5
O=C(O)Cc1sc(=O)[nH]c1O
  A: -4; B: -6; C: -5; D: 0; E: -5; F: 95; G: 4; H: -2.3; I: 2; J: 2
CCOC(=O)c1c(N)sc(C(=O)N2CCCC2)c1C
  A: -1; B: -1; C: 4; D: 2; E: 11; F: 101; G: 15; H: -1.9; I: 0; J: -8
C[C@@H]1CN([C@H](C)CO)C(=O)CCCn2nncc2CO[C@H]1CN(C)C(=O)NC1CCCCC1
  A: 5; B: 5; C: -2; D: 3; E: -13; F: 98; G: 13; H: 2.1; I: -1; J: 4
CS(=O)(=O)c1ccc(C(=O)NNC(=O)c2cccs2)cc1
  A: 7; B: -6; C: 2; D: 9; E: -10; F: 94; G: -2; H: -0.5; I: 2; J: -6
CC(C)Oc1ccc(/C=N/NC(=O)C(CSCc2ccccc2)NC(=O)c2ccc([N+](=O)[O-])cc2)cc1 (stereo not given)
  A: -3; B: -10; C: 2; D: -3; E: 5; F: 92; G: nt; H: 6.3; I: -5; J: -11
CCN(Cc1ccccc1)C(=O)c1c[nH]c2ccc(S(=O)(=O)N(C)CCC#N)cc2c1=O
  A: -3; B: -2; C: 6; D: -9; E: 2; F: 88; G: -11; H: -1.5; I: 2; J: -1
CCOC(=O)CC(N)c1ccc(OC)cc1 (stereo not given)
  A: 4; B: 4; C: -2; D: -1; E: -8; F: 88; G: -9; H: -0.5; I: -1; J: 6
CCOC(=O)c1ccc(NC(=O)c2nccnc2C(=O)O)cc1
  A: 14; B: 11; C: -1; D: 2; E: -8; F: 100; G: 17; H: 1.7; I: 2; J: 0
Cc1ccccc1NC(=S)NNC(=O)c1ccncc1
  A: 0; B: -10; C: 4; D: 5; E: 7; F: 84; G: -12; H: -3.0; I: 0; J: 4
O=C(O)CC1(CC(=O)Nc2ccc(Oc3cccc(C(F)(F)F)c3)nc2)CCCC1
  A: -1; B: 10; C: 5; D: 9; E: nt; F: 102; G: 5; H: 0.7; I: 1; J: 5
Cc1ccc(/C=N/c2sc3c(c2C#N)CCC3)s1
  A: 0; B: -22; C: -16; D: -1; E: -21; F: 113; G: 10; H: -0.4; I: -3; J: -2
O=C(Cc1ccccc1F)Nc1ccc(Cl)nc1
  A: 0; B: -1; C: -1; D: -5; E: -2; F: 93; G: -28; H: -1.2; I: 0; J: 9
O=C1CCc2nc3ccccc3c(=O)n2N1
  A: 3; B: 7; C: 3; D: 5; E: 2; F: 99; G: nt; H: -0.8; I: 1; J: 6
COc1ccc(CCNC(=O)CSc2ccccn2)cc1OC
  A: 6; B: 2; C: 11; D: 3; E: 1; F: 96; G: 22; H: -2.1; I: 7; J: -10
Cc1ccc(N(CC(=O)NC(C)(C)C)C(=O)CCC(=O)Nc2ccccn2)c(C)c1
  A: 4; B: -2; C: 6; D: -1; E: 0; F: 104; G: -15; H: 0.8; I: 4; J: 5
Cc1c(Cc2ccccc2)c(=O)n2c([nH]c3ccccc32)c1C#N
  A: 3; B: -1; C: -16; D: -1; E: -11; F: 100; G: -6; H: 0.1; I: -1; J: -5
CCc1cc2c(N[C@@H](Cc3ccccc3)C(=O)O)ncnc2s1
  A: 3; B: 0; C: 4; D: 2; E: 7; F: 99; G: 15; H: -0.5; I: -1; J: 11
CCOC(=O)C1=C(COC(=O)c2cccs2)NC(=O)NC1C (stereo not given)
  A: 3; B: 1; C: -4; D: -4; E: 6; F: 94; G: -15; H: -3.2; I: 2; J: -7
Cc1cccc(-c2ocnc2C(=O)Nc2ccccc2C(=O)N2CCCC2)c1
  A: -1; B: 1; C: 1; D: -8; E: -2; F: 94; G: -35; H: -0.6; I: 3; J: 4
CCC(C(=O)NCC1CCCO1)N(C(=O)c1snc(C(N)=O)c1N)c1ccc(Cl)cc1 (stereo not given)
  A: 4; B: 2; C: 4; D: -5; E: -2; F: 94; G: 3; H: -1.9; I: 0; J: 7
Fc1ccccc1/C=N/Nc1nc(N2CCCCC2)nc(N2CCCCC2)n1
  A: 9; B: -1; C: 8; D: -16; E: -14; F: 98; G: 14; H: -3.6; I: 1; J: 7
CCN(CC)c1ccc(/C=N/NC(=O)Cc2cccs2)cc1
  A: -4; B: -5; C: -3; D: -7; E: 8; F: 95; G: -8; H: -3.2; I: 4; J: 0
CCSc1nnc(-c2ccccc2SC)o1
  A: 1; B: -6; C: 2; D: 0; E: 3; F: 96; G: -14; H: -1.8; I: -1; J: 30*
O=C(CCC(=O)Nc1cccnc1)Nc1cccnc1
  A: -2; B: 0; C: 9; D: 1; E: -10; F: 101; G: -2; H: -1.5; I: 0; J: 23
CCOc1ccc(C(=O)OCC(=O)N2CCOCC2)cc1OCC
  A: -3; B: 1; C: -1; D: -9; E: 3; F: 166; G: -1; H: -0.2; I: 0; J: 3
CCOC(=O)c1c(C)[nH]c(C)c1S(=O)(=O)N1CCC(c2ccccc2)C1 (stereo not given)
  A: 1; B: 1; C: 1; D: -19; E: -2; F: 161; G: 15; H: -3.3; I: 1; J: 7
Cc1ccc(-n2c(C)n[nH]c2=S)cc1
  A: 4; B: 5; C: 2; D: 11; E: 0; F: 101; G: -31; H: -0.4; I: 4; J: 6
O=C(NCc1ccccc1CN1CCCC1)C1CCN(C(=O)c2ccc(Cl)cc2)CC1
  A: 0; B: -3; C: -6; D: -8; E: -9; F: 101; G: 0; H: 0.2; I: -1; J: 5
Cc1cc(C)cc(C(=O)NCC(=O)OCC(=O)N2CCCC2)c1
  A: 2; B: -1; C: 0; D: -14; E: 5; F: 99; G: -15; H: -1.9; I: -1; J: 7
Clc1ccc(Cn2ccc(-c3ccc4c(c3)OCO4)n2)cc1Cl
  A: 1; B: -10; C: -15; D: -2; E: 2; F: 94; G: -5; H: -1.9; I: 0; J: -7
O=C(Nc1ccccc1N1CCCC1)c1ccco1
  A: -2; B: 3; C: 1; D: -4; E: -9; F: 89; G: -5; H: 0.8; I: 0; J: 3
O=C(Cn1cnc2ccccc2c1=O)c1ccccc1
  A: 2; B: 1; C: 2; D: 3; E: -11; F: 90; G: -18; H: 4.3; I: 1; J: 3
O=C(/C=C/c1ccccc1)N1CCN(CCN2C(=O)c3cccc4cccc(c34)C2=O)CC1
  A: -5; B: 10; C: 10; D: 5; E: -9; F: 92; G: 14; H: -0.3; I: 1; J: 6

Shown as a hit in MC4R antag cAMP (from the list above):
| SMILES | m5-HT2A agonist | ABHD5-PLIN5 inh | NOD2 RIPK2 PPI | TLR9-MyD88 inh | ABCB6 inh 2 | NCOA2 inhibitor | MC4R ag barr | N-glyco inh | MC4R antag cAMP |
| --- | --- | --- | --- | --- | --- | --- | --- | --- | --- |
| CCSc1nnc(-c2ccccc2SC)o1 | 1 | -6 | 0 | 3 | 96 | -14 | -1.8 | -1 | 30* |

Molecules shown so far with fluorine:
Codes: A = m5-HT2A agonist; B = ABHD5-PLIN5 inh; C = H9c2 protect; D = NOD2 RIPK2 PPI; E = TLR9-MyD88 inh; F = ABCB6 inh 2; G = NCOA2 inhibitor; H = MC4R ag barr; I = N-glyco inh; J = MC4R antag cAMP
COc1ccc(NC(=O)CSc2nc(N)c(NC(=O)c3ccccc3F)c(=O)[nH]2)cc1
  A: 3; B: 5; C: 0; D: 4; E: -2; F: 101; G: 18; H: 0.1; I: 3; J: -7
O=C(O)CC1(CC(=O)Nc2ccc(Oc3cccc(C(F)(F)F)c3)nc2)CCCC1
  A: -1; B: 10; C: 5; D: 9; E: nt; F: 102; G: 5; H: 0.7; I: 1; J: 5
O=C(Cc1ccccc1F)Nc1ccc(Cl)nc1
  A: 0; B: -1; C: -1; D: -5; E: -2; F: 93; G: -28; H: -1.2; I: 0; J: 9
Fc1ccccc1/C=N/Nc1nc(N2CCCCC2)nc(N2CCCCC2)n1
  A: 9; B: -1; C: 8; D: -16; E: -14; F: 98; G: 14; H: -3.6; I: 1; J: 7

High-throughput results as filed in PubChem BioAssay.
